Screening results (PubChem)
CYP2C9 activ = CYP2C9 (human) activation | 1.4% of 96,000 active | P11712 | AID 1024 | activation factor at 5 µM | recombinant CYP2C9, luciferin-H conversion, luminescence; stronger effect = higher value; factor 1 = untreated enzyme, 0 = blocked;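 active = activation factor of 2 or more for CYP2C9 at a 5 µM dose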;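 note: 0 = sulfaphenazole-blocked wells and 1 = vehicle-only wells; values of inactives mirror those of a sister screen read the other way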
Target sequence (P11712 whole entry, looked up): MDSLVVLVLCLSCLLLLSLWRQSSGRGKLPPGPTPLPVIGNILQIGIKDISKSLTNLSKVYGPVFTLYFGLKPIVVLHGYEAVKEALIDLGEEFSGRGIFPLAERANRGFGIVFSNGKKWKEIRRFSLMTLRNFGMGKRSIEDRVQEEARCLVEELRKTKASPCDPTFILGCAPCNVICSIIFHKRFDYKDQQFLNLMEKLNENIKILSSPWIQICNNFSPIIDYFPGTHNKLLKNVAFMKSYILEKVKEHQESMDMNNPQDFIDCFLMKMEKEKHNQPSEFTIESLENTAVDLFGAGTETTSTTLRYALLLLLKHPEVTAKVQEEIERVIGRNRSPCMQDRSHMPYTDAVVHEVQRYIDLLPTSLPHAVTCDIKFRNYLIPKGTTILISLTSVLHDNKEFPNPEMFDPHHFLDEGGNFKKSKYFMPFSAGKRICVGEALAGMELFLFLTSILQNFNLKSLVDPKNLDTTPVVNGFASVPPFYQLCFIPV
IL1B cytotox = HUVEC cytotoxicity counter-screen, IL-1B stimulated. HUVEC cell count loss, Hoechst imaging. 0.41% of 94,000 active. cell count reduction, % at 2 µM. AID 845;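 active = cell count reduction more than 3 SD above the screen-wide mean, cut at about 70% in these data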;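 note: normalized per plate to untreated control cells as the no-loss baseline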
VCAM1 TNFa inh = reduces TNF alpha induced VCAM1 expression in HUVEC. HUVEC TNFa-induced VCAM-1 immunofluorescence, high-content imaging. inhibition, % at 2 µM. 0.48% of 95,000 active. AID 802;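 active = inhibition above the batch mean plus 3 SD, with images confirmed as a hit by eye, cut at about 37% in these data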;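 note: 0% = TNF-stimulated DMSO wells and 100% = unstimulated control wells; not every result past the cut was called active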
CYP2C19 activ = cytochrome P450 2C19 (human) activation. P33261. recombinant CYP2C19, luciferin-H EGE luminescence; stronger effect = higher value; 0 = fully inhibited enzyme, 1 = untreated enzyme. activation factor at 5 µM. 96,000 tested, under 10 active;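 active = activation factor of at least 2 at 5 µM in the primary screen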;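 note: 0 = wells with 2.5 mM tranylcypromine and 1 = vehicle-only wells; values of inactives mirror those of a sister screen read the other way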
Target sequence (P33261 whole entry, looked up): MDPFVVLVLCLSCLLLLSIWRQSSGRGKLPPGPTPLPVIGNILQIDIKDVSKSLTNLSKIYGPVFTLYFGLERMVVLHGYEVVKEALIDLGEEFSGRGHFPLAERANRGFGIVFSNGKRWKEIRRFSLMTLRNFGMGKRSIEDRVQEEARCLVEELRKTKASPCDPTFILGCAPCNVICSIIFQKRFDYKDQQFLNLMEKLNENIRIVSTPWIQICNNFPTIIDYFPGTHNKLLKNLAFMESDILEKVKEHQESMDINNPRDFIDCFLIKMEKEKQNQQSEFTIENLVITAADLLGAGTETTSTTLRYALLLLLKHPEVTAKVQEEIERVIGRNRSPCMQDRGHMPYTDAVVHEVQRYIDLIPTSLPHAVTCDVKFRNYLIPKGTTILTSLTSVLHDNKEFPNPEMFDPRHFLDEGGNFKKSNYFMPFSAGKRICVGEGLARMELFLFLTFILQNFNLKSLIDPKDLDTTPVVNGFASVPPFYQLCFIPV
Calb biofilm kill = kills Candida albicans biofilms | 0.14% of 85,000 active | inhibition, % at 6 µM | C. albicans biofilm + clotrimazole, Alamar Blue;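 active = inhibition above 20%; inactive = inhibition below 20%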;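 note: preformed 24 hr biofilms exposed to compound for 48 hr; 0% = biofilm without compound and 100% = blank killed by clotrimazole plus chlorhexidine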
TNFa cytotox = toxic to HUVEC cells under TNF alpha stimulation. 0.17% of 93,000 active. HUVEC TNFalpha-stimulated, Hoechst cell count, imaging. cell count reduction, % at 2 µM. AID 848;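 active = cell count reduction exceeding the screen mean by over 5 SD, scaled to untreated wells per plate, cut at about 78% in these data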;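 note: cells counted after 24 h of TNF alpha exposure following the 1 h pretreatment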
CYP2C9 inh = human CYP2C9 inhibition | AID 777 | P11712 | CYP2C9 Supersomes, luciferin-H conversion, luminescence | 20% of 96,000 active | inhibition, % at 5 µM;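 active = blocking of liver enzyme CYP2C9 beyond about 50% at 5 µM, limit read from the data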; note: values of inactives mirror those of a sister screen read the other way
hDAT+cocaine = modulates human dopamine transporter uptake under cocaine; Q01959; LLC-PK1 hDAT cells, [14C]-dopamine uptake with cocaine IC80; actives deviate in either direction; B-score at 10 µM; 1.3% of 110,000 active; AID 449768;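 active = Z score or B-score, a plate-position-corrected score, falls beyond the plate's 99.7% confidence bounds, in either direction; inactive = both scores lie inside the 99.7% bounds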;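 note: scored against the spread of the other compound wells on the same plate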
CYP2C19 inhib = human CYP2C19 inhibition; inhibition, % at 5 µM; P33261; CYP2C19 Supersomes, luciferin-H EGE luminescence, 30 min; 21% of 96,000 active;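 active = CYP2C19 inhibition above a set limit at 5 µM in the primary screen, cut at about 50% in these data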;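 note: plate controls were negative control wells for no effect and 2.5 mM tranylcypromine positive control for full effect; values of inactives mirror those of a sister screen read the other way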
* hit, by the source's call; · = no result given; & = joins results of further samples.

Results follow in this order: CYP2C9 activ	IL1B cytotox	VCAM1 TNFa inh	CYP2C19 activ	Calb biofilm kill	TNFa cytotox	CYP2C9 inh	hDAT+cocaine	CYP2C19 inhib
> CN(C)c1ccc(NC(=O)CSc2nc3c(c(=O)[nH]2)CCCC3)cc1
    0.5	·	·	0.9	5	·	46	0.81	11
> CCOCCn1c(CN(Cc2ccccc2)Cc2ccccc2)nc2c1c(=O)n(C)c(=O)n2C
    0.1	·	·	0.2	8	·	94*	-1.9	76*
> CCn1cc(S(=O)(=O)CC(=O)NC2CCCCC2)c2ccccc21
    1	-18	-2	0.7	-3	0	3	-0.9	32
> Cc1ccc(NC(=O)C(Cc2ccccc2)N2C(=O)C3C4CCC(C4)C3C2=O)cc1Cl (stereo unspecified)
    1.1	18	-38	0.9	·	12	-11	-0.63	8
> O=C(c1nc2ncccn2n1)N1CCc2ccccc2C1
    1.2	-2	-13	1.1	9	·	-17	-0.5	-14
> C#CCOC(=O)C1C2C=CC(C2)C1C(=O)O (stereo unspecified)
    1.3	·	·	1.1	6	·	-33	-0.29	-7
> O=C(CCCn1c(=S)[nH]c2cc3c(cc2c1=O)OCO3)N1CCN(c2ncccn2)CC1
    0.5	36	6	1	3	-11	50*	-0.6	2
> Cc1cccc(C)c1NC(=O)Cn1nnc(-c2ccc(N3CCOCC3)cc2)n1
    0.7	-3	-7	1.1	6	5	33	-1.4	-10
> COc1ccc(CC(=O)OCC(=O)Nc2ncc(Cl)cc2Cl)cc1OC
    0.8	-4	-5	0.5	4	-33	16	-0.78	51*
> CC(=O)Nc1ccc(NC(=O)c2ccccc2CC[N+](=O)[O-])cc1
    1	1	-1	1.1	·	-2	-5	-0.035	-10
> Cc1ccc(C(=O)CN(C(=O)c2ccc(Cl)c(Cl)c2)N2C(=O)C3CCCCC3C2=O)cc1C (stereo unspecified)
    0.6	-18	-6	0.8	9	6	43	-0.061	23
> O=C(NCc1ccccc1)c1ccc(CS(=O)(=O)c2ccccc2)o1
    0.6	-28	-19	0.7	1	-29	42	0.37	30
> CCCc1ccccc1OCCNC(C)=O
    0.9	-28	21	0.7	6	-31	9	-0.23	26
> O=C(Nc1ccc(Cl)cn1)c1cccnc1
    1.1	-81	1	1.1	8	-15	-11	-0.75	-8
> CCOc1ccccc1NC(=O)N1CCC(C(=O)c2ccc(F)cc2)CC1
    2.5*	-2	-19	0.2	2	-45	-153	0.45	83*

The list continues:
Results follow in this order: CYP2C9 activ	IL1B cytotox	VCAM1 TNFa inh	CYP2C19 activ	Calb biofilm kill	TNFa cytotox	CYP2C9 inh	hDAT+cocaine	CYP2C19 inhib
> Cc1c(C(=O)N2CCc3ccccc3C2)sc2nc(-c3ccccc3)cn12
    0.5	0	9	0.4	6	-13	53*	2.3&-0.037	59*
> O=C(Nc1ccccc1)N1CCCC(c2nc(-c3ccc(F)cc3)no2)C1 (stereo unspecified)
    0.5	-16	15	0.6	7	-3	48	1.5	36
> Cc1cccc(Cn2c(SCC(=O)Nc3ccccc3)nc3c2c(=O)[nH]c(=O)n3C)c1
    0.5	-29	-1	0.3	11	5	47	-0.3	70*
> O=C(Nc1ccccc1)C(=O)Nc1ccccn1
    0.8	12	-18	0.7	·	-12	22	-0.99	30
> COc1cc(CCC(=O)OCn2nnc3ccccc3c2=O)cc(OC)c1OC
    1	-12	-30	1	0	-14	1	0.24	-5
> CCOC(=O)/C(=C\c1ccc([N+](=O)[O-])cc1)C(=O)c1cc(C(C)=O)c(Nc2ccccc2)s1
    0.2	-40	26	0.4	·	6	76*	1.4	63*
> CC(=O)c1ccc(NC(=O)C2CCN(S(=O)(=O)c3cccc4cccnc34)CC2)cc1
    1.9	18	13	1	4	-9	-86	-0.99	4
> Cc1ccc(S(=O)(=O)NCc2ccc3c(c2)cc(C)n3C)cc1
    0.7	30	3	0.8	13	10	33	1.4	21
> O=C(CCCNS(=O)(=O)c1cccs1)N1CCN(c2cccc(Cl)c2)CC1
    0.8	·	·	0.7	-3	·	24	1.4	27
> CCn1nnnc1SCC(=O)Nc1nnc(C(C)C)s1
    0.8	-5	0	0.9	·	-2	23	0.2	7
> Fc1ccc(-c2ccnc3nc(-n4cccc4)nn23)cc1
    0.9	-35	-2	0.8	·	10	13	-0.4	18
> CCCC(=O)c1cc2ccccc2oc1=O
    0.9	-15	-4	1	8	-11	6	0.12	5
> CC(NC(=O)OCc1ccccc1)C(=O)N1CC(O)CC1C(=O)O (stereo unspecified)
    1.2	19	19	1.2	-3	-8	-16	-0.57	-16
> CCc1nnc(NC(=O)CSc2nnc(-c3c[nH]c4ccccc34)n2CCOC)s1
    0.6	8	8	0.9	10	-9	39	0.51	15
> O=C(Nc1ccc(Oc2cccc3ccccc23)cc1)c1ccco1
    1.4	15	11	0.6	-1	-9	-37	2.4*	40

The list goes on:
Results follow in this order: CYP2C9 activ	IL1B cytotox	VCAM1 TNFa inh	CYP2C19 activ	Calb biofilm kill	TNFa cytotox	CYP2C9 inh	hDAT+cocaine	CYP2C19 inhib
> CSc1nncc(/C(C)=N\Nc2cccc(C)c2)n1
    0.9	-21	-1	1	·	10	6	0.011	-2
> COC(=O)c1cccc(NCN2C(=O)c3ccccc3C2=O)c1
    1	·	·	0.9	6	·	2	0.076	8
> CC1CCc2c(sc3ncnc(SCC(=O)c4ccccc4)c23)C1 (stereo unspecified)
    ·	28	25	·	4	-19	·	0.43	·
> COc1ccc(OC)c2c(C)cc(NCCN3CCOCC3)nc12
    1.1	-83	-25	0.9	6	-19	-6	-0.24	9
> O=C(NC1CCCC1)C(c1cccs1)N(C(=O)c1ccno1)c1ccccc1 (stereo unspecified)
    0.7	28	5	0.6	1	11	31	-0.086	38
> CCC(C)NC(=O)c1ccccc1NC(=O)CN1C(=O)c2ccccc2S1(=O)=O (stereo unspecified)
    0.2	·	·	0.9	1	·	85*	0.46	10
> CCOc1ccccc1C(=O)Nn1c(C2CCC2)nc2ccccc2c1=O
    0.5	-8	28	0.8	10	-22	49	0.64	17
> CCc1ccc(OCC(=O)NC(=S)Nc2ccc(F)cc2)c(Br)c1
    1	·	1	0.9	·	0	2	0.4	6
> Cc1occc1C(=O)NCCCCNC(=O)c1ccoc1C
    1	-17	-2	1	5	-9	3	0.56	1
> COc1ccc(NC(=O)c2ccc(COc3ccccc3OC)o2)cc1OC
    0.8	-4	-6	0.7	3	-13	20	-0.11	26
> CCCCn1c(SCC(=O)Nc2nnc(C)s2)nc2c1c(=O)n(C)c(=O)n2C
    0.8	-1	1	0.9	8	-20	15	0.068	8
> O=C(CC(c1ccccc1)c1ccccc1)Nc1ccc(Cl)cn1
    1	-6	12	0.9	2	-24	0	-1.1	11
> COc1ccccc1NC(=O)CSc1ccc2nnc(-c3ccncc3)n2n1
    0.9	-28	-13	1.1	3	22	15	-0.25	-13
> Cc1ccc(C(=O)Nc2ccccc2C(=O)NC2CCCCC2)cc1S(=O)(=O)N1CCOCC1
    0.8	-5	28	0.8	-2	·	24	-0.0021	22
> O=C(NCc1ccccn1)Nc1ccc(Cl)c(Cl)c1
    ·	8	-3	·	-1	-14	·	0.82	·

Next section; it opens with the seven that closed the last part.
Results follow in this order: CYP2C9 activ	IL1B cytotox	VCAM1 TNFa inh	CYP2C19 activ	Calb biofilm kill	TNFa cytotox	CYP2C9 inh	hDAT+cocaine	CYP2C19 inhib
> Cc1occc1C(=O)NCCCCNC(=O)c1ccoc1C
    1	-17	-2	1	5	-9	3	0.56	1
> COc1ccc(NC(=O)c2ccc(COc3ccccc3OC)o2)cc1OC
    0.8	-4	-6	0.7	3	-13	20	-0.11	26
> CCCCn1c(SCC(=O)Nc2nnc(C)s2)nc2c1c(=O)n(C)c(=O)n2C
    0.8	-1	1	0.9	8	-20	15	0.068	8
> O=C(CC(c1ccccc1)c1ccccc1)Nc1ccc(Cl)cn1
    1	-6	12	0.9	2	-24	0	-1.1	11
> COc1ccccc1NC(=O)CSc1ccc2nnc(-c3ccncc3)n2n1
    0.9	-28	-13	1.1	3	22	15	-0.25	-13
> Cc1ccc(C(=O)Nc2ccccc2C(=O)NC2CCCCC2)cc1S(=O)(=O)N1CCOCC1
    0.8	-5	28	0.8	-2	·	24	-0.0021	22
> O=C(NCc1ccccn1)Nc1ccc(Cl)c(Cl)c1
    ·	8	-3	·	-1	-14	·	0.82	·
> CCN(CC)S(=O)(=O)c1cccc(NC(=O)COC(=O)c2ccc(Br)o2)c1
    0.3	4	-2	0.6	·	4	65*	-1.7	42
> O=C(CCC(=O)c1ccc(F)cc1)OC1CCOC1=O (stereo unspecified)
    1.2	6	6	0.2	4	-9	-16	-1.3	78*
> O=C(CCSc1nnc(-c2ccncc2)o1)Nc1ccc(Cl)cc1
    0.2	18	0	0	4	-26	84*	0.97	96*
> CCN(CC)C1CCCCC1NS(=O)(=O)c1ccc(Cl)cc1 (stereo unspecified)
    1	-18	10	0.9	2	-34	5	1.3	6
> Cc1cnc(C(=O)Nc2ccccc2-n2cccc2)cn1
    1	59	1	1	8	3	-3	0.045	2
> COc1ccc(C(=O)ON=C2CCN(c3ccc([N+](=O)[O-])cc3)CC2)cc1
    0.8	-12	8	0.9	·	-1	17	0.33	11
> CCOc1ccccc1NS(=O)(=O)c1cccs1
    2.6*	-3	·	0.2	5	·	-161	-0.67	78*
> O=C(CN1C(=O)CCC1=O)Nc1ccc(Br)cc1
    0.9	·	·	0.8	-5	·	7	-0.54	15
> COCCNCC#CCOc1ccc(OC)cc1
    1	2	9	0.9	4	-12	-2	-1.1	5
> Cc1oc(-c2ccccc2F)nc1CN1CCC(C(=O)NCCC2=CCCCC2)CC1
    2.3*	-14	-16	1	2	0	-127	-0.1	5
> COc1ccc(CCNC(=O)c2n[nH]c(=O)c3ccccc23)cc1
    1	16	·	1	2	·	5	-0.45	-2
> O=C(CNS(=O)(=O)c1ccccc1)NCc1ccccn1
    1	-30	·	1	1	·	4	-0.98	-3
> Cc1cnc(NC(=O)CSc2nnc(-c3ccccc3)n2Cc2ccccc2)s1
    ·	-18	-1	·	4	-30	·	0.0097	·
> COc1ccc(/C=N/NC(=S)NC2CCS(=O)(=O)C2)cc1OC (stereo unspecified)
    0.9	-30	13	0.9	·	4	7	-0.017	13
> O=C(/C=C/c1ccccc1)NC(=S)NNC(=O)Cc1cccs1
    ·	12	16	·	-4	6	·	0.86	·

Compounds as they come; any-hit rate near 29%.
